From PubChem
TDP1 cell CPT: growth inhibition of DT40 Tdp1-/-;hTDP1 cells with camptothecin (screen for TDP1 inhibitors); hit rate 12% among 420,000; chicken DT40 Tdp1-/-;hTDP1 cells + 20 nM CPT, ATP luminescence, 48 h; Potency, µM (doses to about 46.2 µM), for the others: at the top dose activity change, negative = growth inhibition, actives largely listed as inhibitors; also: nearly all actives have a fitted effect of over 55% in size
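Chicken DT40 Tdp1-/- cells stably complemented with human TDP1 were seeded at 400 cells/well in medium containing 20 nM camptothecin, exposed to pin-transferred compounds, and grown at 37 °C for at least 48 hr. Viability was read as ATP luminescence.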
FEN1 inh: human FEN1 inhibition | P39748 | Recombinant FEN1 flap cleavage, fluorescence, 15 min | Potency, µM (titrated, usually from 114 µM), for the others: at the top dose activity change, negative = inhibition, hits mostly inhibitors | hit rate 0.35% among 390,000 | AID 588795; also: nearly all actives have a fitted effect of over 65% in size
Target sequence (P39748 whole entry, looked up): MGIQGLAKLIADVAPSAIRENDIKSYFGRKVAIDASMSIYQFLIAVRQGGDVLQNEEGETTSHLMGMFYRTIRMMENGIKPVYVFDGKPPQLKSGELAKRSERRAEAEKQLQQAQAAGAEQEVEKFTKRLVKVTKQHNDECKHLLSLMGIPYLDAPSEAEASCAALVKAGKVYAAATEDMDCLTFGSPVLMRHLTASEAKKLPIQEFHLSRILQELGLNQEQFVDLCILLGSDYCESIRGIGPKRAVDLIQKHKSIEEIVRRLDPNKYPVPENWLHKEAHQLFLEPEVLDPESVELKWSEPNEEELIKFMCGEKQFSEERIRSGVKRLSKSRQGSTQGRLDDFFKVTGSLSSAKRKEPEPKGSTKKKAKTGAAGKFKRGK
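Enzyme 10 nM, 15 min RT preincubation with compound; start with substrate 50 nM final; reads at 0 and 15 min; qHTS titration, four-parameter Hill fit.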
N370S GC mod: inhibitors or activators of N370S glucocerebrosidase for Gaucher disease; P04062; N370S GC spleen homogenate, 4MU-glucoside fluorescence; Potency, µM (highest dose often 59.4 µM), for inactives: top-dose activity change, negative = inhibition, actives largely listed as inhibitors; hit rate 0.092% among 330,000;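 also: 0% = full enzyme activity and -100% = no enzyme basal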
Starred values were filed as active, the others as inactive; ? = inconclusive; nt = not tested or not shown; & = joins results of further samples; [ ] = dose if it differs, or a comment. Calls follow the shape of the dose curve; as a rule, active = well fitted curve in the direction sought with a large enough effect; inconclusive = small, poorly fitted or top-dose-only effect, or another doubt; inactive = no such curve, though single readings can be large; an effect the other way counts as inactive or inconclusive. Unless noted, % is scaled to controls: 0 for no effect and ±100 for the full control effect; potency is read from the fitted curve at half-maximal effect. An excerpt, so the mix of outcomes need not match the whole.

1) COc1ccc(OC)c(N(CC(=O)Nc2ccccc2C(=O)NCc2ccco2)S(C)(=O)=O)c1
2) COc1cc(/C=N/NC(=O)CC#N)cc(Br)c1O
3) CC(C)(C)OC(=O)N1CCC(N2CCN(Cc3ccccc3)C(=O)C2=O)CC1
4) CCOC(=O)c1c(NC(=O)C2CCCO2)sc(C(=O)OC(C)(C)C)c1C (stereo unspecified)
5) O=C1CCCC(O)=C1N=Nc1cccc(C(=O)O)c1
6) CCCCNS(=O)(=O)CCNCc1ccccc1OC
7) Cc1cccc(C(=O)OCc2cc(=O)oc3c(C)c(C)ccc23)c1O
8) O=C1COC(c2ccccc2)C2CCCCN12 (stereo unspecified)

entry no.	1	2	3	4	5	6	7	8
TDP1 cell CPT	?	?	-8%	?	11%	-7%	-4%	?
FEN1 inh	-9%	-2%	3%	0%	?	-3%	-7%	4%
N370S GC mod	15%	-14%	nt	5%	-12%	nt	1%	3%

9) CC(=O)c1c(C)nn(C(=O)N2CCOCC2)c1C
10) O=c1/c(=C/c2ccccn2)sc2n1CN(c1ccccc1)CN=2
11) C[C@H]1[C@H](C)CC[C@]2(C)CC[C@]3(C)C(=CC(=O)C4[C@@]5(C)CC[C@H](O)C(C)(C)C5CC[C@]43C)[C@H]12 (stereo partly specified)
12) CCN(C(=O)CSc1nc(-c2cccs2)nc2ccccc12)C1CCS(=O)(=O)C1 (stereo unspecified)
13) O=S(=O)(Nc1cccc(-n2cnnn2)c1)c1cc(Cl)ccc1Cl
14) Cc1ccccc1-n1c(=O)cc(NCc2ccc3c(c2)OCO3)[nH]c1=O
15) COc1ccc(/C=C/C(=O)c2cc3c(cc2N)OCO3)cc1
16) Cn1c(COc2ccc([N+](=O)[O-])cc2)nnc1SCC(N)=O

entry no.	9	10	11	12	13	14	15	16
TDP1 cell CPT	-21%	-17%	?	?	-6%	-12%	?	17%
FEN1 inh	5%	-6%	-8%	-13%	0%	14%	-8%	0%
N370S GC mod	5%	-2%	nt	nt	-7%	11%	-3%	1%

17) Cc1cccc(NC(=S)N2CCC(NC(=O)c3ccco3)CC2)c1
18) Cn1cccc1C(=O)N1CCC2(CC1)CCN(c1ccncc1)CC2
19) COc1ccccc1N1CCN(S(=O)(=O)c2ccc(-c3cc(C(F)(F)F)on3)s2)CC1
20) CCOC(=O)c1c(N)c(C#N)c2n1CCCC2
21) CCOc1ccccc1N1CCN(C(=O)c2cc3c(C)cc(C)cc3[nH]2)CC1
22) COc1ccc(NC(=O)CN2CCC3(O)CCCCC3C2c2cc(OC)ccc2OC)cc1 (stereo unspecified)
23) Cc1cc(NC(=O)Nc2ccccc2Cl)no1
24) CC(C)(C)c1ccc(OCCCN2CCCC2)cc1

entry no.	17	18	19	20	21	22	23	24
TDP1 cell CPT	8%	?	?	-8%	?	5%	-4%	?
FEN1 inh	0%	nt	3%	-2%	-8%	-13%	6%	14%
N370S GC mod	1%	-1%	nt	-18%	9%	0%	25%	-11%

25) CCOc1cc(C(=O)N2CCN(c3ccccn3)CC2)cc(OCC)c1OCC
26) CC1=NNC(=O)C1CCC(=O)N/N=C/c1ccc(C)cc1 (stereo unspecified)
27) O=C(Nc1cccc(C(F)(F)F)c1)c1cc2ncc(Br)cn2n1
28) O=C([C@H](Cc1ccccc1)N1C(=O)c2ccccc2C1=O)N1CCOCC1
29) COCc1c(C(=O)N2CCN(Cc3ccc4c(c3)OCO4)CC2)oc2ccccc12
30) O=C1C2C3c4ccccc4C(c4ccccc43)[C@@H]2C(=O)N1c1nc(-c2ccccc2)cs1 (stereo partly specified)
31) CNC(=O)c1ccc2nc(-c3cccc(C)c3)c(-c3cccc(C)c3)nc2c1
32) CS(=O)(=O)N1CCC2(CCCN(Cc3ccccc3)C2)CC1

entry no.	25	26	27	28	29	30	31	32
TDP1 cell CPT	-24%	-18%	-28%	-14%	?	-19%	11µM*	7%
FEN1 inh	3%	-6%	0%	-3%	-1%	2%	-30%	nt
N370S GC mod	1%	-7%	-9%	3%	nt	31%	nt	19%

33) NNC(=O)CNC(c1ccccc1)c1cc(Br)ccc1NC(=O)c1ccc(Br)cc1 (stereo unspecified)
34) Cn1nc(C(=O)OCc2ccccc2F)c2ccccc2c1=O
35) Cn1nc(C(=O)Nc2cccc(S(N)(=O)=O)c2)c2ccccc2c1=O
36) COc1cccc(OC)c1C(=O)NC(=S)NNC(=O)[C@H]1C[C@@H]1c1ccccc1
37) COc1cccc(NC(=O)CCN2C(=O)c3ccccc3S2(=O)=O)c1
38) O=C1CCC[C@@H]2Cc3nc4ccc(O)cc4cc3[C@@H]3CCN1[C@H]23
39) CC(C)(C)C1CCC(=O)N(CCC#N)CC1 (stereo unspecified)
40) CCC(C)NCCOCCSc1ccc(Cl)cc1 (stereo unspecified)

entry no.	33	34	35	36	37	38	39	40
TDP1 cell CPT	?	-2%	12%	?	-6%	10%&-2%	-10%&9%	?
FEN1 inh	-11%	-3%	-1%	25%	-7%	1%&-4%	17%&-4%	-4%
N370S GC mod	7%	-7%	9%	3%	-3%	nt	-2%	-4%

41) COc1ccc(N2CCN(C(=O)CCNC(=O)Cn3ccc4ccccc4c3=O)CC2)cc1
42) Clc1ccc(C2CC(c3cccs3)n3ncnc3N2)cc1Cl (stereo unspecified)
43) CSc1cccc(NC(=O)C2CCCN(S(=O)(=O)c3cnc[nH]3)C2)c1 (stereo unspecified)
44) N#Cc1cccc(-c2nc3cnc(N4CCOCC4)nc3n(C[C@H]3CCCO3)c2=O)c1
45) N#C/C(=C/c1ccccc1Cl)c1nc(-c2cc3ccccc3oc2=O)cs1
46) CCOc1ccc(C(c2nnnn2Cc2ccccc2)N2CCN(C(=O)c3ccco3)CC2)cc1 (stereo unspecified)
47) CCCCNCCS(=O)(=O)NCc1ccccc1OC
48) CC(C)C[C@H](NC(=O)c1[nH]cnc1C(=O)Nc1ccccc1)C(=O)OC(C)(C)C

entry no.	41	42	43	44	45	46	47	48
TDP1 cell CPT	-17%	-16%	-19%	2%	-2%	?	0%	26µM*
FEN1 inh	-2%	-10%	17%	nt	11%	-13%	12%	1%
N370S GC mod	6%	-1%	1%	5%	nt	nt	nt	?

49) COc1ccc(O)c(/C=N/N=C/c2cccc([N+](=O)[O-])c2)c1
50) CCN(CC)CCNC(=O)c1ccc(Sc2ccc(Cl)cc2)c(NC(C)=O)c1
51) N/C(CN1CCCC1=O)=N\OC(=O)c1ccc(Cl)cc1
52) O=C(CSc1nccn1Cc1ccco1)Nc1cc(C(F)(F)F)ccc1Cl
53) O=C(Cc1ccc([N+](=O)[O-])cc1)c1c(O)cc(O)cc1O
54) CC(=O)Nc1cc(-c2nc3cc(Cl)ccc3o2)ccc1C
55) COc1ccc(C2=NN(C(=O)CCC(=O)O)C(c3ccc(OC)cc3)C2)cc1 (stereo unspecified)
56) Cc1ccc(Cc2cnc(NC(=O)/C(C#N)=C/c3ccc(-c4cccc([N+](=O)[O-])c4)o3)s2)cc1

entry no.	49	50	51	52	53	54	55	56
TDP1 cell CPT	-20%	?	2%	?	13%	-15%	7%	?
FEN1 inh	19%	-2%	2%	-24%	-15%	21%	-1%	0%
N370S GC mod	4%	-3%	-9%	nt	-3%	nt	-8%	-2%

Full records, quoted from the list. Order of values: TDP1 cell CPT | FEN1 inh | N370S GC mod
`N/C(CN1CCCC1=O)=N\OC(=O)c1ccc(Cl)cc1` as listed: 2% | 2% | -9%
`O=C(Cc1ccc([N+](=O)[O-])cc1)c1c(O)cc(O)cc1O` as listed: 13% | -15% | -3%
`COc1ccc(C2=NN(C(=O)CCC(=O)O)C(c3ccc(OC)cc3)C2)cc1` (stereo unspecified) as listed: 7% | -1% | -8%

The list goes on.
57) Cc1ccccc1CS(=O)(=O)CCC(=O)NCCN1CCN(c2cccc(Cl)c2)CC1
58) COc1ccc(N(Cc2cccs2)C(=O)c2ccccc2C)cc1
59) CC(CNC(=O)c1ccc(Nc2nc3ccccc3n3nnnc23)cc1)c1ccccc1 (stereo unspecified)
60) CC(=O)Nc1cccc(C(=O)N/N=C/c2c[nH]c3ccccc23)c1
61) COC(=O)/C(C#N)=C/c1cc(C)sc1C
62) CCN(C(=O)CN1CCCCC1)c1c(N)n(Cc2ccccc2)c(=O)[nH]c1=O
63) N=c1sccn1CC(=O)Nc1cccc(S(=O)(=O)N2CCCCCC2)c1
64) c1ccc(OCCOc2ncnc3ccccc23)cc1

entry no.	57	58	59	60	61	62	63	64
TDP1 cell CPT	23µM*	12µM*	?	9%	9%	5%	?	?
FEN1 inh	-4%	-14%	-1%	-5%	-2%	1%	1%	7%
N370S GC mod	-3%	nt	nt	-3%	-3%	nt	-8%	8%

Arranged by count of non-hydrogen atoms (high to low): part of the list above.
56) Cc1ccc(Cc2cnc(NC(=O)/C(C#N)=C/c3ccc(-c4cccc([N+](=O)[O-])c4)o3)s2)cc1
59) CC(CNC(=O)c1ccc(Nc2nc3ccccc3n3nnnc23)cc1)c1ccccc1 (stereo unspecified)
57) Cc1ccccc1CS(=O)(=O)CCC(=O)NCCN1CCN(c2cccc(Cl)c2)CC1
48) CC(C)C[C@H](NC(=O)c1[nH]cnc1C(=O)Nc1ccccc1)C(=O)OC(C)(C)C
62) CCN(C(=O)CN1CCCCC1)c1c(N)n(Cc2ccccc2)c(=O)[nH]c1=O
52) O=C(CSc1nccn1Cc1ccco1)Nc1cc(C(F)(F)F)ccc1Cl
63) N=c1sccn1CC(=O)Nc1cccc(S(=O)(=O)N2CCCCCC2)c1
58) COc1ccc(N(Cc2cccs2)C(=O)c2ccccc2C)cc1
49) COc1ccc(O)c(/C=N/N=C/c2cccc([N+](=O)[O-])c2)c1
54) CC(=O)Nc1cc(-c2nc3cc(Cl)ccc3o2)ccc1C

entry no.	56	59	57	48	62	52	63	58	49	54
TDP1 cell CPT	?	?	23µM*	26µM*	5%	?	?	12µM*	-20%	-15%
FEN1 inh	0%	-1%	-4%	1%	1%	-24%	1%	-14%	19%	21%
N370S GC mod	-2%	nt	-3%	?	nt	nt	-8%	nt	4%	nt

64) c1ccc(OCCOc2ncnc3ccccc23)cc1
61) COC(=O)/C(C#N)=C/c1cc(C)sc1C

entry no.	64	61
TDP1 cell CPT	?	9%
FEN1 inh	7%	-2%
N370S GC mod	8%	-3%

Next results follow.
65) O=C(NC(=S)Nc1ccccc1Br)C1CCC1
66) CC(=O)Nc1ccc(NC(=O)c2c([N+](=O)[O-])c(C(C)(C)C)nn2C)cc1
67) Cc1ccc(S(=O)(=O)NCC(=O)OC(C)C(=O)NC2CCCCC2C)cc1C (stereo unspecified)
68) CCc1ccccc1NC(=O)c1cnn(-c2ccc(F)cc2)c1C1CCNCC1
69) CCCCC(C)(O)C/C=C/[C@H]1[C@H](O)CC(=O)[C@@H]1CCCCCCC(=O)OC (stereo partly specified)
70) COc1ccc(OC)c(-c2cc(C(=O)NCCc3ccccc3)c3c(-c4ccc(C)cc4)[nH]nc3n2)c1
71) COc1ccc(/C=C/C(=O)c2ccccc2O)cc1
72) C/C(N)=C(/C#N)C(=O)CSc1nnc(Nc2cccc(C)c2C)s1

entry no.	65	66	67	68	69	70	71	72
TDP1 cell CPT	-19%	-28%	-16%	4%	?	23µM*	?	29%&-5%
FEN1 inh	-24%	-1%	-3%	-5%	nt	0%	-19%	3%&-12%
N370S GC mod	0%	-5%	-3%	nt	1%&7%	nt	4%[12.8 µM]	-12%

73) O=C(N[C@@H](Cc1ccc(Br)cc1)C(=O)O)OCC1c2ccccc2-c2ccccc21
74) CCN1CCN(C(=O)CS(=O)(=O)Cc2nc(-c3cccc(OC)c3)oc2C)CC1
75) Cc1ccc(NC(=O)CN(C)C(=O)c2ccc(Cl)c([N+](=O)[O-])c2)cc1
76) C=CCn1c(SCC(=O)Nc2ccc(C(=O)OCC)cc2)nnc1-c1cccs1
77) CC(C)N(Cc1ccccc1)C(=O)COC(=O)c1ccc(O)cc1
78) CCN(CC)CC#CC(O)(c1ccccc1)c1ccccc1
79) COc1ccc(S(=O)(=O)c2cnc3ccc(OC)cc3c2N2CCC3(CC2)OCCO3)cc1
80) Cc1ccccc1NC(=O)C(C)OC(=O)CNS(=O)(=O)c1ccc(C#N)cc1 (stereo unspecified)

entry no.	73	74	75	76	77	78	79	80
TDP1 cell CPT	?	-15%	?	-12%	-5%	-5%	8.2µM*	-17%
FEN1 inh	-20%	-5%	-8%	-2%	0%	-14%	-10%	3%
N370S GC mod	-6%	-7%	13%	3%	nt	16%	-4%	-10%
